# Screens as filed in PubChem.
# MITF primary – inhibitors of human MITF; 650,000 compounds, 0.91% hits; inhibition, % at 2.6 µM; O75030; AlphaScreen MITF homodimerization, bead proximity signal; in the data active means inhibition above about 50%;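 further: 0% = vehicle wells with protein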
# TEAD-YAP block – TEAD-YAP interaction inhibition | HEK-TIYL cells, TEAD-Gal4/YAP UAS-luciferase luminescence | inhibition, % at 9.12 µM | 640,000 compounds, 1.4% hits | AID 1259422; in the data active means inhibition above about 32%;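 further: 0% = median of test compound wells and 100% = reference inhibitor wells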
# GPR151 ag – human GPR151 activation; activation, % at 11.2 µM; 650,000 compounds, 1% hits; AID 1508602; Q8TDV0; PathHunter beta-arrestin GPR151 cells, luminescence; in the data active means activation above about 4.9%;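 further: 0% = median of compound wells and 100% = cells with positive control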
# FBW7 act – human FBW7 E3 ligase activation, primary screen. Q969H0. AlphaScreen FBW7–phospho-cyclin E peptide binding, activator screen. normalized activity (activation), % at 26.1 µM. 650,000 compounds, 0.13% hits. AID 1259310; in the data active means normalized activity above about 1.9%;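 further: purified mutant Fbw7 with reduced substrate affinity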
# Target sequence (Q969H0 whole entry, looked up): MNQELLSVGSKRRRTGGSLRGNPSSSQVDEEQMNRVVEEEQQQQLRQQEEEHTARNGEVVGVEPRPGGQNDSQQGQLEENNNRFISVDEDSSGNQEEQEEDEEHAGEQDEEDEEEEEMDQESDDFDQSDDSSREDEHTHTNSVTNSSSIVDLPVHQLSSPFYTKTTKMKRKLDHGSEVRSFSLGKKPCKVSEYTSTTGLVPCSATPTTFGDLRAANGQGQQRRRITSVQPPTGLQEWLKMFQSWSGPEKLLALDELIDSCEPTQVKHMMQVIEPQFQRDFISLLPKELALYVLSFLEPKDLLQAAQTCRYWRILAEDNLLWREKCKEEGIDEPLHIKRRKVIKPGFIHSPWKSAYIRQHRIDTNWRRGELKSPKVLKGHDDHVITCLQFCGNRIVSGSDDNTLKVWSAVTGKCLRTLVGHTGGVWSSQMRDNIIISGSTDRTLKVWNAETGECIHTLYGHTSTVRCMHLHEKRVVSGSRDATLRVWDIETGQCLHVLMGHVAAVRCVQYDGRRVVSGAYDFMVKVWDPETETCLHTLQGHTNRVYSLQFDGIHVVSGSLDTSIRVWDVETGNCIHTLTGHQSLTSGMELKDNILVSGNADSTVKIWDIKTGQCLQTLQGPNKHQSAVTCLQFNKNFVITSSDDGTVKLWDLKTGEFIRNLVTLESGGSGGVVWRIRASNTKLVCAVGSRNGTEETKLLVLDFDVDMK
# * = called active by the depositor.
(1) Cc1c(Cc2ccccc2)sc(NC(=O)COc2ccc([N+](=O)[O-])cc2)c1C(N)=O
(2) O=C(CN(Cc1ccccc1)S(=O)(=O)c1cc(Cl)ccc1Cl)N1CCOCC1
(3) Cc1c(-c2ccc(/C=N/NC(N)=O)o2)ccc([N+](=O)[O-])c1C
(4) O=C(NCc1ccccc1Cl)c1ccc(N2CC3CC(C2)c2cccc(=O)n2C3)c(NC(=S)Nc2ccc(Cl)cc2Cl)c1 (centres undefined)
(5) COc1ccc(C(=O)C(OC(=O)c2ccncc2)c2ccccc2)cc1 (centres undefined)
(6) COC(=O)CCC(=O)N1CCCC(CCC(=O)N(C)CCc2ccccn2)C1 (centres undefined)
(7) O=C(NCCOC12CC3CC(CC(C3)C1)C2)c1cccc(Br)c1
(8) O=[N+]([O-])c1ccc(NN=C2CCC(=NNc3ccc([N+](=O)[O-])cc3)CC2)cc1
compound no.	1	2	3	4	5	6	7	8
MITF primary	-3.7	9.3	-2.1	-0.3	3.0	10.0	-8.7	-6.6
TEAD-YAP block	2.2	7.4	-1.1	-0.9	-3.2	4.0	-47.5	-2.8
GPR151 ag	-2.1	-1.2	2.4	0.2	1.2	-1.0	-0.7	-0.5
FBW7 act	0.1	0.6	-0.3	0.1	0.7	0.0	0.1	-0.1

# Records 1 to 3 from above:
(1) Cc1c(Cc2ccccc2)sc(NC(=O)COc2ccc([N+](=O)[O-])cc2)c1C(N)=O
(2) O=C(CN(Cc1ccccc1)S(=O)(=O)c1cc(Cl)ccc1Cl)N1CCOCC1
(3) Cc1c(-c2ccc(/C=N/NC(N)=O)o2)ccc([N+](=O)[O-])c1C
compound no.	1	2	3
MITF primary	-3.7	9.3	-2.1
TEAD-YAP block	2.2	7.4	-1.1
GPR151 ag	-2.1	-1.2	2.4
FBW7 act	0.1	0.6	-0.3

# New compounds follow.
(9) N#CC(C#N)=Cc1ccc(NC(=O)c2ccncc2)cc1
(10) COc1cccc(C2C(C(=O)Nc3ccccc3)=C(C)Nc3ncnn32)c1OC (centres undefined)
(11) CC(C)NC(=O)C1CC(c2ccc(Cl)c(Cl)c2)=NO1 (centres undefined)
(12) COc1cc(C2C(C(=O)Nc3cccc(C)n3)=C(C)NC3=C2C(=O)CC(C)(C)C3)cc(OC)c1OC (centres undefined)
(13) COc1ccc(CCNC(=O)C2CCN(c3ccc(Cl)nn3)CC2)cc1
(14) c1ccc(OCCCN2CCC3(CC2)OCCc2c3[nH]c3ccccc23)cc1
(15) O=C(Nc1nc2c(s1)CN(Cc1ccccc1)CC2)c1cc(=O)c2ccccc2o1
(16) O=C(Nc1ccc2c(c1)OCCO2)c1ccc(C(=O)Nc2ccc3c(c2)OCCO3)nc1
compound no.	9	10	11	12	13	14	15	16
MITF primary	8.1	4.1	5.3	-3.9	-14.4	-0.4	7.6	11.6
TEAD-YAP block	2.2	2.6	6.1	-12.1	-1.6	-8.4	4.4	64.5*
GPR151 ag	0.0	-0.9	0.0	1.0	1.9	-0.2	1.2	2.9
FBW7 act	0.1	0.0	0.0	0.4	0.0	0.0	0.2	-0.2

(17) Cc1[nH]c(=O)[nH]c(=O)c1S(=O)(=O)NC1CCCC1
(18) CCOC(=O)c1[nH]c(C)c(C)c1C
(19) CCOC(=O)C1=C(C)N=c2s/c(=C\c3c[nH]c4ccccc34)c(=O)n2C1c1ccc(OC)c2ccccc12 (centres undefined)
(20) CCCNc1nc(OC)nc(-c2c(C)nn(C)c2C)n1
(21) COc1ccc(/C=C/C(=O)Nc2ccc(S(=O)(=O)N3CCOCC3)cc2)cc1
(22) Clc1ccc(-c2csc(N3CCC(c4ccccc4)C3)n2)cc1 (centres undefined)
(23) O=C(O)c1cccnc1SCc1ccccc1Cl
(24) O=c1c2sc(=S)n(CCc3ccccc3)c2nc(SCc2ccncc2)n1-c1ccccc1
compound no.	17	18	19	20	21	22	23	24
MITF primary	-4.4	1.2	12.2	9.8	23.2	-6.3	2.3	-8.3
TEAD-YAP block	-3.3	6.1	9.3	4.5	7.2	-7.0	-9.8	-15.7
GPR151 ag	1.4	0.2	0.4	-1.1	-0.4	1.9	-1.1	2.0
FBW7 act	0.2	0.0	0.0	0.3	0.6	0.2	-0.1	0.0

(25) Cc1cnc(C(=O)NCc2c(C)ncc3c2CCN(C(=O)C2CC=CCC2)C3)cn1 (centres undefined)
(26) O=C(Nc1nc(-c2ccc(Cl)c(Cl)c2)cs1)c1ccccc1Cl
(27) CSC1=NCCN1C(=O)c1ccc([N+](=O)[O-])cc1
(28) O=C(Nc1ccccc1[N+](=O)[O-])c1cc(-c2ccccc2)nc2ccccc12
(29) Cc1cc(C(=O)COC(=O)c2cc(Cl)cc(Cl)c2N)c(C)n1CC1CCCO1 (centres undefined)
(30) COC(=O)c1cccc(NC(=O)Cc2ccc(OC)c(OC)c2)c1
(31) Cc1cccc(NC(=O)CSc2nnc(C)c(=O)n2N)c1
(32) CC(C)(C)NC(=O)NC(=O)Cn1c(NCCO)nc2ccccc21
compound no.	25	26	27	28	29	30	31	32
MITF primary	16.4	0.8	7.4	11.4	4.5	7.5	-7.1	3.5
TEAD-YAP block	-6.3	1.3	7.8	-5.8	7.7	11.8	-5.7	6.6
GPR151 ag	0.8	0.1	-0.7	1.4	2.5	0.3	-1.4	1.4
FBW7 act	-0.1	0.2	0.1	0.0	0.1	0.2	-0.6	-0.1

# Three entries from above, with tabs.
entry	Structure	MITF primary	TEAD-YAP block	GPR151 ag	FBW7 act
23	O=C(O)c1cccnc1SCc1ccccc1Cl	2.3	-9.8	-1.1	-0.1
24	O=c1c2sc(=S)n(CCc3ccccc3)c2nc(SCc2ccncc2)n1-c1ccccc1	-8.3	-15.7	2.0	0.0
25	Cc1cnc(C(=O)NCc2c(C)ncc3c2CCN(C(=O)C2CC=CCC2)C3)cn1 (centres undefined)	16.4	-6.3	0.8	-0.1

# (continued)
(33) COc1ccc(C(=O)N2CCN(C(=O)c3cccc(Cl)c3)CC2)cc1
(34) CCOC(=O)c1sc(Nc2nc3cc4c(cc3s2)OCO4)nc1C
(35) COc1ccc(-c2nn(-c3ccccc3)cc2CNC(=O)/C=C/C(=O)O)cc1
(36) CC(=O)NS(=O)(=O)c1ccc(NC(=O)COc2ccccc2[N+](=O)[O-])cc1
(37) CCC(C)NC(=O)c1nn(C)c2c1COc1ccccc1-2 (centres undefined)
(38) NC(=O)CSc1n[nH]c(=O)[nH]c1=O
(39) CC(C)C(=O)Nc1nc(-c2ccc(Oc3ccccc3)cc2)cs1
(40) CCOc1ccc(Cl)cc1S(=O)(=O)NC
compound no.	33	34	35	36	37	38	39	40
MITF primary	-7.8	-5.4	4.2	-4.7	7.8	10.3	14.0	2.4
TEAD-YAP block	5.4	-14.1	-24.0	-5.7	-36.0	10.4	11.4	8.0
GPR151 ag	0.6	-0.1	-1.5	-1.2	0.0	-0.2	-0.1	-0.8
FBW7 act	0.1	-0.1	-0.1	-0.2	-0.3	0.1	0.2	-0.1

(41) COc1ccc(NS(=O)(=O)c2cc(C(=O)Nc3ccc([N+](=O)[O-])cc3)ccc2C)cc1
(42) O=S(=O)(Nc1ccc(F)c(Cl)c1)c1cccnc1
(43) Cc1ccc(NC(=O)C2CCC(C)(C(=O)O)C2(C)C)cc1 (centres undefined)
(44) O=C(Oc1ccc2oc(=O)sc2c1)c1cccc(Cl)c1
(45) O=C(CN1C(=O)C2C3C=CC(C3)C2C1=O)Nc1ccc(C(F)(F)F)cc1 (centres undefined)
(46) CCN(CC(=O)O)S(=O)(=O)c1cc(C)ccc1OC
(47) CCOc1ccc(C2C(C#N)=C(SCC(N)=O)NC(=O)[C@H]2C(=O)OC)cc1 (some centres undefined)
(48) O=C1N/C(=C/c2ccc(N3CCOCC3)cc2)C(=O)N1Cc1ccc(F)cc1
compound no.	41	42	43	44	45	46	47	48
MITF primary	13.4	0.4	31.2	1.4	14.6	1.1	-12.6	-8.8
TEAD-YAP block	1.7	5.9	-5.0	3.5	1.0	11.7	-16.7	7.1
GPR151 ag	-0.3	-0.2	2.6	-1.1	-1.2	0.3	0.2	0.3
FBW7 act	0.2	-0.4	1.0	-0.2	0.5	-0.2	0.1	-0.2

(49) CCOc1cc(/C=N/NC(=O)c2cc(-c3ccc(C)o3)[nH]n2)ccc1O
(50) Cn1c2c(c(=O)n(C)c1=O)CN(CC1CCCO1)CN2 (centres undefined)
(51) CC1CCN(S(=O)(=O)c2ccc3[nH]cc(C(=O)NCc4ccccc4)c(=O)c3c2)CC1
(52) COc1ccccc1OCCCOc1ccccc1C
(53) COCCNC(=O)CN(c1cc(C(F)(F)F)ccc1Cl)S(C)(=O)=O
(54) CCOc1ccccc1Nc1ncnc2c1c(-c1ccccc1)cn2-c1ccc(Br)cc1
(55) N#C/C(=C\c1ccc(Cl)cc1Cl)c1nc(-c2cc3cc(Br)ccc3oc2=O)cs1
(56) C=CCN1C(=O)/C(=C/c2ccc([N+](=O)[O-])o2)SC1=S
compound no.	49	50	51	52	53	54	55	56
MITF primary	15.4	8.3	20.7	-6.6	-8.2	8.5	-0.3	35.6
TEAD-YAP block	21.2	9.8	-6.8	-3.8	-16.3	6.0	6.5	10.9
GPR151 ag	7.0*	-0.3	-1.2	0.0	-0.2	0.0	1.0	0.8
FBW7 act	0.1	0.0	0.2	0.1	-0.2	0.0	0.3	-0.5

(57) CCCN1C(=O)/C(=C/c2ccc(OC)c(OC)c2)NC1=S
(58) COc1ccc(C(=O)OCC(=O)Nc2sc3c(c2C(N)=O)CCCC3)c(O)c1
(59) NC(=O)CN1N=C(c2ccccc2)Cn2c(cc3sccc32)C1=O
(60) O=C(c1ccccc1)N1CCN(C(=O)C23CC4CC(CC(C4)C2)C3)CC1
(61) COc1ccccc1C1CC(c2cccs2)=NN1c1nc(-c2ccccc2)c2cc(Cl)ccc2n1 (centres undefined)
(62) CCOC(=O)c1sc(=NC(=O)/C=C/c2cccs2)n(C)c1C
(63) Cc1cc(=O)oc2cc(OCc3ccc(F)cc3)c(Cl)cc12
(64) O=C(Nc1ccccc1N1CCCCC1)c1ccc([N+](=O)[O-])o1
compound no.	57	58	59	60	61	62	63	64
MITF primary	3.7	8.8	18.7	5.8	-10.5	5.0	4.0	-0.9
TEAD-YAP block	4.5	-4.2	11.3	4.7	4.0	-25.9	-24.9	2.2
GPR151 ag	-0.4	0.0	1.1	-0.5	0.8	-1.9	0.6	0.7
FBW7 act	-0.1	0.2	0.1	-0.3	0.0	0.2	-0.1	0.0

# Next part, starting with the last 4 of the part before.
(61) COc1ccccc1C1CC(c2cccs2)=NN1c1nc(-c2ccccc2)c2cc(Cl)ccc2n1 (centres undefined)
(62) CCOC(=O)c1sc(=NC(=O)/C=C/c2cccs2)n(C)c1C
(63) Cc1cc(=O)oc2cc(OCc3ccc(F)cc3)c(Cl)cc12
(64) O=C(Nc1ccccc1N1CCCCC1)c1ccc([N+](=O)[O-])o1
(65) O=C(O)c1cc([N+](=O)[O-])ccc1Sc1nnnn1-c1ccccc1
(66) COc1cc(NC(=O)c2ccc(F)cc2)cc([N+](=O)[O-])c1
(67) CCc1c(C)sc(NC(=O)c2ccccc2F)c1C#N
(68) Cc1cccc(C(=O)OCC(=O)c2ccc[nH]2)c1C
(69) Cc1nn(C)cc1/C=C1\CCCC2=C1OC(N)=C(C#N)C2c1cn(C)nc1C (centres undefined)
(70) COCc1c(C(=O)N/N=C\c2cccc(OC)c2)nnn1-c1nonc1N
(71) Cc1ccc(NC(=O)C2CC=CCC2C(=O)O)c(C)c1 (centres undefined)
(72) Cc1ccc(S(=O)(=O)N(C)C2(C)CCS(=O)(=O)C2)cc1 (centres undefined)
compound no.	61	62	63	64	65	66	67	68	69	70	71	72
MITF primary	-10.5	5.0	4.0	-0.9	-2.7	-10.7	1.5	-1.2	22.9	6.2	-1.1	-10.0
TEAD-YAP block	4.0	-25.9	-24.9	2.2	-1.9	-9.0	-48.8	-32.9	-0.8	5.3	-0.5	6.0
GPR151 ag	0.8	-1.9	0.6	0.7	1.4	-0.3	-0.7	-1.5	-0.3	1.1	0.0	0.2
FBW7 act	0.0	0.2	-0.1	0.0	0.0	0.0	0.4	0.1	0.5	0.1	-0.1	-0.4

(73) COc1cc(-c2nnc(-c3ccc(C)cc3)o2)cc(OC)c1OC
(74) c1ccc(Cn2nnnc2CN2CCOCC2)cc1
(75) Cc1c(Cl)cccc1NC(=O)CC(NCCCN(C)C)C(=O)O (centres undefined)
(76) COc1cccc(C(=O)N2CCN(Cc3c[nH]c4ccccc34)CC2)c1OC
(77) FC(F)(F)c1ccc(Cl)c(NC2=NCCCCC2)c1
(78) O=C(NC1CCCC1)C(NS(=O)(=O)c1cccc2nsnc12)c1ccccc1 (centres undefined)
(79) CC1CCc2c(sc3ncn(CC(=O)Nc4sc5c(c4C#N)CCC5)c(=O)c23)C1 (centres undefined)
(80) Cc1ccc(C)c(OCC(=O)N2CCCCC2)c1
(81) COCCNC(=O)C(=O)Nc1ccc2c(c1)OCO2
compound no.	73	74	75	76	77	78	79	80	81
MITF primary	-11.6	2.6	-9.7	25.3	10.8	-8.9	9.5	-6.6	0.7
TEAD-YAP block	-20.1	-5.1	-1.9	-2.5	3.2	-1.5	-14.0	-5.9	-19.8
GPR151 ag	0.1	-0.5	-1.5	0.7	6.1*	3.3	2.1	0.0	-1.6
FBW7 act	0.1	0.1	-0.1	-0.1	-0.1	-0.1	-0.1	0.0	-0.1
